UDG counterscr = blocks uracil-DNA glycosylase in AID counter-screen | FRET deamination/UDG coupled assay, UDG read, 4 h | Potency, µM (titrated, usually from 115 µM), for inactives: at the top dose activity change, negative = inhibition, most hits filed as inhibitors | 91,000 tested, 0.14% active; further: nearly all actives have a fitted effect of over 65% in size
AID inh = blocks human AID cytidine deaminase activity. Q9GZX7. AID deamination FRET fluorescence, UDG-coupled, 4 h. Potency, µM (titrated, usually from 115 µM), inactives show top-dose activity change, negative = inhibition, hits mostly inhibitors. 91,000 tested, 0.32% active; further: nearly all actives have a fitted effect of over 25% in size
Target sequence (Q9GZX7 whole entry, looked up): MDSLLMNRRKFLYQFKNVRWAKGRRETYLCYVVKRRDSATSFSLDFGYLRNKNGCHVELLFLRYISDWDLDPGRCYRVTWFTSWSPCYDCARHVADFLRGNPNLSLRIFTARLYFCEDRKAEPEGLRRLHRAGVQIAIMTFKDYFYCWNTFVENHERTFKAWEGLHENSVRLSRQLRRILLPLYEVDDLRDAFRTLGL
Numbers without * were called inactive; u = inconclusive; [ ] = another dose, or the depositor's remark. The call rests on the fitted dose curve; in most records, active means well fitted curve in the direction sought with a large enough effect; inconclusive means small, poorly fitted or top-dose-only effect, or another doubt; inactive means no such curve, though single readings can be large; an effect the other way counts as inactive or inconclusive. On the % scale 0 is the no-effect control and ±100 the full control effect; potency means the concentration at half of the fitted maximal effect. Some of the compounds tested; the hit share may differ from the screen's.

Preview:
#	canonical_smiles	AID inh	UDG counterscr
1	COCCSc1nnc(-c2ccc(Cl)cc2)n1-c1ccc(OC)cc1	-3%	-5%
2	CC(=O)Nc1ccc(-n2c(CCC(=O)O)ccc2-c2ccc(Br)cc2)cc1	-3%	-1%
3	COc1ccc(Cn2ccc3nc(C)c(C(=O)NCc4cccc(OC)c4)cc3c2=O)cc1	-6%	0%
4	CCCNC(=O)c1cccc(NC(=O)c2ccc(F)cc2)c1	3%	3%

The whole of this part, from the first entry:
#	canonical_smiles	AID inh	UDG counterscr
1	COCCSc1nnc(-c2ccc(Cl)cc2)n1-c1ccc(OC)cc1	-3%	-5%
2	CC(=O)Nc1ccc(-n2c(CCC(=O)O)ccc2-c2ccc(Br)cc2)cc1	-3%	-1%
3	COc1ccc(Cn2ccc3nc(C)c(C(=O)NCc4cccc(OC)c4)cc3c2=O)cc1	-6%	0%
4	CCCNC(=O)c1cccc(NC(=O)c2ccc(F)cc2)c1	3%	3%
5	COc1cc(OC)c(NC(=O)NCCn2c(C(F)(F)F)nc3ccccc32)cc1Cl	-16%	-13%
6	Cc1ccc(-n2nc(C(=O)N3CCN(c4cccc(C(F)(F)F)c4)CC3)c3c4ccccc4n(C)c3c2=O)cc1	-2%	u
7	Cc1cccc(OCC(=O)OCc2cc(=O)n3nc(C4CC4)sc3n2)c1	263%[activator]	u
8	CCCNc1ccc(-c2nc(-c3ccncc3)no2)cc1[N+](=O)[O-]	4%	-11%
9	NCCCn1cnc2ccccc21	3%	-7%
10	CC(=O)NCCC(=O)Nc1ccc2c(c1)CCC2	0%	-4%
11	COc1ccc(-c2nc(SCC(=O)NCCc3ccc(OC)c(OC)c3)n[nH]2)cc1	10%	-3%
12	COc1ccccc1C(=O)Nc1sc(Nc2ccccc2)nc1C(N)=O	2%	32%[activator]
13	CCCCOc1ccc(-c2nn(-c3ccccc3)cc2C2NC(=O)NC(C)=C2C(=O)OCC)cc1 (centres undefined)	u	u
14	CCOC(=O)C1=C(Nc2ccccc2)O/C(=C\c2cc(F)ccc2F)C1=O	-14%	-2%
15	Cc1ccc(NC(=O)CSc2nc(=O)cc(N)n2CCc2ccccc2)cc1	u	-6%
16	CC1=C/C(=N\NC(=S)Nc2cccc(C(F)(F)F)c2)CC1	-6%	3%
17	O=C(O)c1cccc(NC(=O)c2cc3cc(Br)cc(Br)c3oc2=O)c1	u	13%
18	O=C(NNC(=O)C1C2CCCCC21)c1ccccc1Cl (centres undefined)	-6%	-2%
19	CN(C)CCNC(=S)NC(=O)c1ccccc1	0%	-4%
20	COc1ccc(CCNC(=O)Cn2nc(C)n3c(cc4cc(F)ccc43)c2=O)cc1OC	-2%	u
21	CN(Cc1ccccc1)C(=O)Cn1c(=O)c2cccn2c2ccc(F)cc21	-30%	5%[57.5 µM]
22	CCc1ccccc1NC(=O)Cn1nc(C(F)(F)F)c2c1CCC2	-14%	-5%
23	Fc1c(C(F)(F)F)nc2ccc(Br)cn12	3%	2%
24	CCCc1nc(N2CCN(CC(=O)N3CCOCC3)CC2)c(C#N)c2c1CCC2	-13%	-6%
25	COc1cccc(CNC(=O)c2cc(-c3cccc(OC)c3)n[nH]2)c1	-26%	15%
26	Cc1ccccc1CCNC(=O)c1ccc2c(c1)nc1n2CCOC1	-9%	29%
27	Cc1cc(Br)cc(C)c1C(=O)O	81%[activator]	6%
28	CCC1CCCCN1CC(=O)N1CCCc2c1c(=O)oc1ccc(OCc3ccccc3)cc21 (centres undefined)	5%	-28%
29	CCCN1CCN(CCCNC(=O)Cn2c(-c3cccs3)cc3ccccc32)CC1	47%[activator]	-1%
30	Cc1ccc(Nc2nc(N3CCCC3)nc3nccnc23)c(C)c1	u	-10%

Further records:
#	canonical_smiles	AID inh	UDG counterscr
31	O=C(O)Cc1sc(NC2CC2)nc1-c1ccccc1	2%	9%
32	Clc1cccc(-n2ncc3c(N4CCCCCC4)ncnc32)c1	-12%	u
33	COc1cc2ncc3c(-c4ccc(C)cc4)nn(-c4ccc(F)cc4F)c3c2cc1OC	u	u
34	CCOC(=O)c1ccccc1NC(=O)CSc1c(CC(C)C)cnc2c1c(=O)n(C)c(=O)n2C	-2%	3%
35	COc1ccccc1N1CCN(c2ncnc3onc(-c4ccc(F)cc4)c23)CC1	u	-6%
36	CCn1c(NCc2ccc(OC)c(OC)c2)nc2ccccc21	8%	-13%
37	CCOc1ccc(C(=O)Nc2cccc(OCc3cc(=O)n4ccccc4n3)c2)cc1	1%	1%
38	O=C(COC(=O)c1cc(=O)c2ccccc2o1)NC1CCCCCC1	-5%	9%
39	O=C(Cn1c(=O)oc2cc(S(=O)(=O)N3CCCCCC3)ccc21)Nc1ccc(F)cc1F	2%	-7%
40	CCN(CC)C(=O)c1cccc(NS(=O)(=O)c2cccs2)c1	4%	4%
41	CCCCCCCCNC(=O)c1ccncc1	-12%	-2%
42	CCC(NC(=O)Nc1ccc(OC)c(OC)c1)c1c(-n2cccc2)sc2c1CCN(C)C2 (centres undefined)	-8%	-7%
43	CCC(C)NC(=O)CCNC(=O)c1cc2ccc(OC)cc2nc1C (centres undefined)	2%	4%
44	CC(=O)NCCNC(=O)CCCc1nnc2n(CCC(C)C)c(=O)c3sccc3n12	-11%	4%
45	Cc1cccc(NC(=O)C(=O)NCC(c2cccnc2)N2CCN(Cc3ccccc3)CC2)c1 (centres undefined)	-4%	12%
46	CC(C)c1ccc(NS(=O)(=O)c2ccc3nc(-c4ccccc4)[nH]c3c2)cc1	4%	6%
47	COc1ccccc1CNC(=O)C(=O)NCC(c1cccnc1)N1CCN(c2ccccc2)CC1 (centres undefined)	-21%	3%
48	Cc1oc(-c2cccs2)nc1CC(=O)Nc1ccccc1N1CCCCCC1	-18%	-9%
49	Clc1ccc(C(c2ccccc2)c2c[nH]c3ccccc23)s1 (centres undefined)	8%	-11%
50	Cc1ccc(NC(=O)Cc2n[nH]c(=O)c3ccccc23)cc1	-1%	-4%
51	COc1ccc(CC(=O)NCC(c2ccc(N(C)C)cc2)N2CCOCC2)cc1OC (centres undefined)	-19%	-21%
52	Cc1ccc(NC(=O)Cn2c(=O)cc(-c3ccccc3)c3c(C)nn(C)c32)c(Cl)c1	7%	30%
53	O=C(CCN1CCC(c2ccccc2)C1)c1ccc2ccccc2c1 (centres undefined)	-16%	4%
54	Cc1ccc(S(=O)(=O)CCC(=O)OCC(=O)NC(C)C(C)C)cc1 (centres undefined)	-4%	8%
55	CC(C)CCC1(CCNCc2ccc(OC(C)C)cc2)CCOC(C)(C)C1 (centres undefined)	-12%	-2%
56	CCN1CCN(Cc2c(O)ccc3oc(C)c(C(=O)Nc4ccc(OC)cc4)c23)CC1	20%	34%[activator]
57	Cc1nn(-c2ccc(N3CCCC3)nn2)c(C)c1CCC(=O)NCc1ccc(OC(C)C)cc1	6%	3%[57.5 µM]
58	CC(=O)c1cccc(NC(=O)CSc2nc3c(=O)n(C)c(=O)n(C)c3n2C)c1	8%	-2%
59	CCCOc1cc(C)c(C)cc1S(=O)(=O)Nc1cccnc1	1%	8%
60	COc1ccc(S(=O)(=O)N2CCC(C(=O)NCc3cccnc3)CC2)cc1	-3%	3%

3 entries from above, with each value named:
59) CCCOc1cc(C)c(C)cc1S(=O)(=O)Nc1cccnc1
- AID inh: 1%
- UDG counterscr: 8%

37) CCOc1ccc(C(=O)Nc2cccc(OCc3cc(=O)n4ccccc4n3)c2)cc1
- AID inh: 1%
- UDG counterscr: 1%

41) CCCCCCCCNC(=O)c1ccncc1
- AID inh: -12%
- UDG counterscr: -2%

Continued.
#	canonical_smiles	AID inh	UDG counterscr
61	CCC1CCc2sc(C(=O)NCc3csc(-c4cccc(C)c4)n3)cc2C1 (centres undefined)	1%	-2%
62	Cc1cc(Br)ccc1NC(=O)Cn1cc(S(=O)(=O)N2CCN(c3ccccc3F)CC2)c2ccccc2c1=O	16%	-4%
63	Cc1ccc2nc(NC(=O)CSc3nccn3Cc3ccccc3)sc2c1	-1%	-8%
64	COc1cccc(C(=O)Nc2ccc(-n3nncc3-c3ccccc3)cc2)c1OC	-1%	-1%
65	Cc1nn(C)c2sc(C(=O)NCCc3ccc(C(=O)O)cc3)cc12	-5%	4%
66	COc1ccccc1-c1cc(C(F)(F)F)nc(S(=O)(=O)CCCC(=O)Nc2cc(OC)c(OC)c(OC)c2)n1	90%[activator]	-12%
67	CCc1cccc(NC(=O)C2CCCN2S(=O)(=O)c2ccc3nc(-c4ccccc4)[nH]c3c2)c1 (centres undefined)	24%	8%
68	O=C(NC1CCCc2ccccc21)c1csc2c1CCCCC2 (centres undefined)	1%	-6%
69	CC(C)c1ccc(/C=C/C(=O)Nc2ccc(Cl)cc2C(F)(F)F)cc1	5%	-1%
70	Cc1ccc(NC(=O)Cc2ccc(NC(=O)N3CCCCc4ccccc43)cc2)cc1Cl	11%	3%
71	CCc1cc(=O)[nH]c(SCc2nc(-c3ccccc3C)no2)n1	-23%	-7%[57.5 µM]
72	c1ccc(-c2nc(CSC3=NCCCN3)cs2)cc1	4%	0%
73	CCC(Sc1ncnc2sc3c(c12)CCCC3)C(=O)OCC(C)C (centres undefined)	-21%	2%
74	O=C(CN1CCN(Cc2ccccc2Cl)C1=O)NCCc1ccc(Cl)cc1	-23%	0%
75	CC(CNC(=O)c1cc2ccccc2s1)N1CCCC1 (centres undefined)	-6%	8%
76	C=CCNC(=O)NC(=O)CN(C)Cc1ccccc1Br	-7%	-1%
77	COCCCNC(=O)CCc1c(C)nc2nc(-c3cc(OC)cc(OC)c3)nn2c1C	-13%	-5%
78	Cc1ccc2c(c1)CC(C)N2S(=O)(=O)c1nnc(NC(=O)C(C)C)s1 (centres undefined)	-16%	-3%[57.5 µM]
79	Cc1cc(C)nc(-n2nc(C)c3c2N(Cc2ccccc2C)C(=O)CC3c2ccc(Cl)cc2)n1 (centres undefined)	-8%	-1%
80	CCCCCCOc1ccc(C(=O)/C=C/C(=O)O)cc1	u	-9%
81	CCOC(=O)c1c(C)[nH]c(C)c1S(=O)(=O)N1CCN(c2cccc(C(F)(F)F)c2)CC1	-22%	-10%
82	Cc1nc2ccc(C(=O)NCC(C)C)cc2nc1C	-5%	5%
83	Cn1c(=O)c2sccc2n2c(CCCC(=O)NC3CCCCC3)nnc12	-20%	-1%
84	Cc1nc2c(C(=O)NCCc3ccc(Cl)cc3)c[nH]n2c(=O)c1Cc1ccccc1F	-4%	-11%
85	CCCCSc1nnc2n(-c3ccc(OC)cc3)c(=O)c3c4c(sc3n12)COC(C(C)C)C4 (centres undefined)	4%	-1%
86	Cc1nc2c(-c3ccccc3)c(C)nn2c(C)c1CCC(=O)NCc1ccccc1Cl	11%	-1%
87	COc1ccc2c(c1)CC/C2=N\OC(=O)c1cc(SC)ccc1Cl	40%[activator]	-12%
88	Cc1c(Cl)cccc1NC(=O)C(C)n1c(=O)cc(C)c2c(C)nn(-c3ccccc3)c21 (centres undefined)	2%	24%
89	COc1ccccc1CNC(=O)c1ccc(-c2nc(CS(=O)c3ccccc3)c(C)o2)cc1 (centres undefined)	-19%	10%
90	N#CC(C#N)=Cc1cc(-c2ccccc2)[nH]c1-c1ccccc1	25%	0%

Continued.
#	canonical_smiles	AID inh	UDG counterscr
91	O=C(NCCC1=CCCCC1)c1ccc2c(c1)ncn2-c1cccc(Cl)c1	-19%	3%
92	CCCCn1c(-c2ccc(C)cc2)c(C)n2c3c(=O)n(C)c(=O)n(C)c3nc12	u	-27%
93	Cc1ccc(CNC(=O)Cc2nn(C)c(=O)c3ccccc23)cc1F	-3%	-7%
94	Cn1c(=O)n(C)c2cc(N3CCOCC3)c(NC(=O)c3c(F)cccc3F)cc21	201%[activator]	-14%
95	Cc1cccc(NC(=O)C2CCCN2/C=C/C(=O)C(F)(F)F)c1 (centres undefined)	-7%	-12%
96	Cc1oc(-c2ccc(C(=O)N3CCOCC3)cc2)nc1CS(=O)(=O)c1ccccc1	-7%	5%
97	CC(=O)c1cc(CCC(=O)OC(C)C(=O)C23CC4CC(CC(C4)C2)C3)oc1C (centres undefined)	-3%	2%
98	CCN1CCc2c(sc(-n3cccc3)c2C(C)NC(=O)Nc2ccc(Br)cc2)C1 (centres undefined)	2%	-16%
99	CCOc1cc(/C=C/C(=O)c2ccccc2Cl)cc(Cl)c1O	-20%	-8%
100	COC(=O)c1ccccc1NC(=O)c1ccc(-c2nc(CSc3ccc(C)cc3)c(C)o2)cc1	10%	23%
101	CN(CCOc1ccc(Br)cc1)C(=O)CSc1nnnn1C	-1%	5%
102	CN(CCS(=O)(=O)c1ccccc1)Cc1ccccc1	-2%	-6%
103	Cc1c(O)nc(SCC(=O)Nc2ccc(Cl)cc2Cl)n(-c2ccc(F)cc2)c1=O	6%	0%
104	COc1ccc(NC(=O)CCc2nc3cccnc3n2-c2ccccc2)cc1Cl	0%	6%
105	CC(=O)c1cccc(NS(=O)(=O)c2ccc(-c3cnc(C4CC4)o3)cc2)c1	-24%	-7%
106	O=C(NCc1cccc(F)c1)C1CCN(c2nc3ccccc3nc2C(F)(F)F)CC1	-7%	9%
107	Cc1ccsc1CNC(=O)Cc1ccc(F)cc1	1%	-3%
108	O=C(CSc1nnc(-c2ccncc2)n1C1CC1)Nc1ccccc1C(=O)NC1CC1	-8%	7%
109	CCCCCOc1ccc(/C=C2\Cc3ccccc3C2=O)cc1	-7%	-7%
